# Screens: PubChem, The Scripps Research Institute Molecular Screening Center
# M1 ag parental = counter-screen for M1 agonists: effect in parental CHO-K1 cells; hit rate 0.48% among 360,000; activation, % at 3 µM; Fluo-8 calcium fluorescence; scaled to maximal ATP response, vehicle zero; in the data active = activation above about 15%;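 also: untransfected CHO-K1 host cells lacking M1 receptor as counterscreen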
# V1aR counter = V1a receptor agonism, counter-screen for OXTR agonists; CHO-V1R cells, Fluo-8 calcium fluorescence, agonist mode; 0% DMSO, 100% 3 nM vasopressin; activation, % at 3 µM; hit rate 0.25% among 320,000; AID 2797;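 active = activation above the mean activation of all tested compounds plus 3 SD, per screening run, cut at about 20% in these data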;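 also: signal is peak over basal fluorescence ratio across a 100 second FLIPR read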
# Target sequence (P37288 whole entry, looked up): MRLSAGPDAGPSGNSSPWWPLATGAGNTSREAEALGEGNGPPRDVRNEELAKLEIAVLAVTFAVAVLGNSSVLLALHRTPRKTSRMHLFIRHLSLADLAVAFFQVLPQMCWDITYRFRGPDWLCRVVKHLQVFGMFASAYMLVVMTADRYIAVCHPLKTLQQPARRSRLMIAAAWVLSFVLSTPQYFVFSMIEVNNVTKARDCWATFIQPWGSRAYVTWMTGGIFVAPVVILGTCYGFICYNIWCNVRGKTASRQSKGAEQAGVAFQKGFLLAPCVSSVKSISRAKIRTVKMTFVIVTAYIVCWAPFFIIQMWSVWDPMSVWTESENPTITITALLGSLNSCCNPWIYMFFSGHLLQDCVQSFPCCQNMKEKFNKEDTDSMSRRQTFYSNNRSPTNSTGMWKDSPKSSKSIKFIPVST
# OXTR potentiator = potentiates the human oxytocin receptor response. P30559. hit rate 0.061% among 320,000. AID 2445. CHO-OTR cells, Fluo-8 calcium fluorescence, potentiator mode; 0% = oxytocin EC15, 100% = EC100. activation, % at 3 µM;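 active = activation above that plate's cutoff, the mean activation of tested compounds plus 3 SD, cut at about 6.6% in these data, passing the limit was not always enough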;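 also: 100% uses oxytocin at 75 nM as the full agonist control; some results filed as inactive read as strong as hits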
#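 System: human OTR in CHO cells; Also added: sub-maximal oxytocin, roughly EC15; Timing: compound 6 min at room temperature before oxytocin, 100 s read; Technique: Fluo-8 intracellular calcium fluorescence, ex 470-495, em 515-575 nm; Controls: oxytocin EC15 low and EC100 high; Replication: singlicate.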
# CHO-K1 Ca antag = counter-screen for M1 antagonists: effect in parental CHO-K1 cells; inhibition, % at 3 µM; AID 602250; hit rate 0.6% among 360,000; ATP-induced calcium, Fluo-8 fluorescence;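 active = inhibition above a per-plate cutoff, the plate's mean sample inhibition plus 3 SD, cut at about 24% in these data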;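 also: 0% = DMSO plus EC80 ATP and 100% = DMSO alone without ATP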
# M1 ag = agonists of human M1 muscarinic receptor; P11229; CHO-K1 hM1, Fluo-8 calcium fluorescence, agonist mode; 0% DMSO, 100% acetylcholine EC100; activation, % at 3 µM; hit rate 0.33% among 360,000;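 active = activation above the run's mean compound activation plus 3 SD, cut at about 16% in these data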;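 also: peak over basal fluorescence ratio within a 140 s kinetic read after compound addition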
# M1 PAM parental = M1 PAM counterscreen hit in parental CHO-K1 cells. activation, % at 3 µM. ATP EC20, Fluo-8 calcium fluorescence; 0% at ATP EC20, 100% at ATP max. AID 602247. hit rate 0.02% among 360,000;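 active = activation above the run cutoff, the mean activation of all test compounds plus 3 SD, cut at about 40% in these data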;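 also: peak over basal fluorescence ratio in a 140 s read after ATP addition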
# CHO parental Ca = counter-screen for OX1R antagonists: effect in parental CHO cells; hit rate 0.63% among 330,000; AID 463079; parental CHO-K1, ATP-induced calcium, Fluo-8 fluorescence; inhibition, % at 5.6 µM;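 active = inhibition above that plate's mean sample inhibition plus 3 SD, cut at about 26% in these data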;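 also: 0% = ATP-challenged DMSO wells and 100% = DMSO wells without ATP; some compounds past the cut are filed as inactive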
#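 Assay system: untransfected parental CHO cell line. Also added: ATP agonist challenge. Dosing: one dose, 5.6 µM nominal. Measured by: Fluo-8 fluorescence. Read-out: % inhibition. Benchmarks: ATP wells versus no-ATP DMSO wells. Repeats: no replicates.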
# TAAR1 agonist = agonists of human TAAR1; Q96RJ0; CHO RD-HGA16 TAAR1, Fluo-8 calcium fluorescence; vehicle wells 0%, saturating PEA agonist 100%; activation, % at 3 µM; hit rate 0.99% among 360,000;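 active = activation above the mean activation of all test compounds in the run plus 3 SD, cut at about 38% in these data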
# Target sequence (Q96RJ0 whole entry, looked up): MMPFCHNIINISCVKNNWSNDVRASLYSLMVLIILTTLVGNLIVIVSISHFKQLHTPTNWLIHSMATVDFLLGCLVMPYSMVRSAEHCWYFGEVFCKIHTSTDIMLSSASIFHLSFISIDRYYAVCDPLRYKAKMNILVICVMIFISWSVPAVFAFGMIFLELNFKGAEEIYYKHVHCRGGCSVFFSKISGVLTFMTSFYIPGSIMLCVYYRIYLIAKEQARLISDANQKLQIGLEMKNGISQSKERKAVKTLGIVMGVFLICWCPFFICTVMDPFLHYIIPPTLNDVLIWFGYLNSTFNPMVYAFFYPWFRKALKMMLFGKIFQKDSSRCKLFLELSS
#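 System: CHO RD-HGA16 cells carrying human TAAR1 plus Gα16; Incubation: 17-24 h seeding, 75 min 37 °C dye, 30 min RT; Measured by: Fluo-8 fluorescence, 5 s baseline then 140 s kinetic read; Control set: DMSO and PEA EC100; Replication: single well for each compound.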
# TAAR1 antag = antagonists of human TAAR1; CHO RD-HGA16 TAAR1, Fluo-8 calcium fluorescence, antagonist; hit rate 1.5% among 360,000; AID 624466; inhibition, % at 3 µM; Q96RJ0;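 active = inhibition above a per-plate cutoff, the mean inhibition of test compounds on that plate plus 3 SD, cut at about 49% in these data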;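 also: 0% = DMSO plus EC80 beta-PEA response and 100% = DMSO alone without agonist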
#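 Test system: CHO RD-HGA16 cells bearing hTAAR1 | Reagent: β-PEA, EC80 | Compound dosing: 3 µM, single point | Schedule: Dye loading 75 min at 37 °C, then 30 min room temperature | Signal: Calcium fluorescence with Fluo-8 | Evaluation: Percent inhibition of PEA-evoked calcium signal, max/basal emission ratio | Control set: DMSO-only wells and EC80 β-PEA-stimulated wells | Repeats: Singlicate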
# The depositor's hits bear a star; / = not tested or not shown. This is a random part of the collection. Share with any hit: about 3.3%.
SMILES,M1 ag parental,V1aR counter,OXTR potentiator,CHO-K1 Ca antag,M1 ag,M1 PAM parental,CHO parental Ca,TAAR1 agonist,TAAR1 antag
COc1ccc(OCC(O)Cn2cnc(-c3ccc(Br)cc3)c2)cc1 (configuration not stated),2.1,2.5,-18,-1,7,11,-13,4,9
COc1ccc(N(CC(=O)NC2CCCCC2)C(=O)CNC(=O)c2cccs2)cc1OC,1.3,-0.3,-6,-18,-4,6,-7,0,9
O=C(COC(=O)COc1ccc(Cl)cc1Br)NCc1cccs1,0.2,0.5,-2,-3,-8,2,-18,5,4
Cc1ccccc1N1CCN(C2CCCN(C(=O)c3cc(CC(C)C)nn3C)C2)CC1 (configuration not stated),2.1,3.5,-9,-7,1,-7,-21,-1,-13
CC(=O)c1c(C)n(-c2ccccc2Br)c2ccc(O)cc12,0.0,/,/,1,-2,0,/,3,-22
CCSc1nc2c(c(=O)[nH]1)C(c1ccncc1)C(C(=O)OC)=C(C)N2 (configuration not stated),0.2,0.4,-3,-1,-5,8,-11,1,-10
Cc1ccc(-c2nnc(-c3ccc4ccccc4c3)o2)cc1,1.4,/,/,-12,-1,18,/,-1,-2
COC(=O)c1sccc1N/N=C/c1ccc(OC)c(OC)c1OC,0.5,-1.0,3,-4,-4,6,-18,-2,12
Cc1cccc(OCCCC(=O)Nc2nnc(C3CCCO3)s2)c1C (configuration not stated),0.2,0.2,-10,-5,3,9,-10,-2,4
O=C(NCc1cccnc1)c1cc2nc(-c3ccc4c(c3)OCO4)cc(C(F)(F)F)n2n1,4.1,1.0,6,-1,-3,18,-10,5,-24
O=C(Oc1c(Cl)cc(Cl)c2ccccc12)N1CCCC1,0.8,-0.9,-2,-5,-5,21,-24,13,27
Cc1cccc(C)c1OCC(N)C(C)C (configuration not stated),0.1,1.0,-3,-1,-2,-6,-7,2,-22
CCN(CC)/C(=N/S(=O)(=O)c1ccc(C)cc1)c1ccccc1,-0.2,1.2,-11,16,0,-11,-4,1,-17
COc1ccc(CCNC(=O)c2csc3c2CCCC3)cc1,0.9,0.1,2,-8,-5,0,-9,1,-2
CC[C@@H](C)[C@@H](C(=O)N1CCN(C(=O)OC(C)(C)C)CC1)n1cc(CCC(=O)O)nn1,-0.1,1.0,-11,-10,-3,8,4,16,-8
O=C(NCC1CCN(Cc2ccc(Cl)cc2)CC1)C1CCCN(c2ncnc3c2nc2n3CCCCC2)C1 (configuration not stated),3.4,2.4,-19,-4,-14,10,-33,1,-14
COC(=O)C(C)NC(=O)CNS(=O)(=O)c1ccc(F)cc1 (configuration not stated),0.2,1.3,9,-3,-1,-8,-11,11,2
Cc1cc(C)n(C(=O)c2ccc([N+](=O)[O-])cc2Cl)n1,0.1,-0.3,-5,-3,-5,13,-11,2,-1
CCc1nc2c(OCCC3CCCCC3)cccn2c1N(C)C(=O)c1cccs1,0.2,/,/,-4,-10,-15,/,-1,-4
Cc1ccccc1NC(=O)COc1nsnc1N1CCOCC1,0.3,0.2,-9,0,-3,13,-15,7,-18
Cc1cn([C@H](C(=O)NCCCCCCCCCCC(=O)N2CCN(C(=O)OC(C)(C)C)CC2)[C@@H](C)O)nn1,3.4,4.5,0,-9,-9,-11,-30,21,63*
COc1ccc(CCNc2ccc([N+](=O)[O-])cn2)cc1,0.8,/,/,14,-4,-9,/,4,22
O=C(/C=C/c1ccc(F)cc1)NC(=S)Nc1ccccc1C(=O)NC1CCCCC1,0.1,-1.6,-6,17,-2,-9,-14,5,2
O=[N+]([O-])c1cccc2nc(-c3ccccc3)c(-c3ccccc3)nc12,-1.8,-1.2,-17,-2,-1,3,-22,0,3
CC1CCCN(S(=O)(=O)c2cccc(C(=O)NCC3CCCO3)c2)C1 (configuration not stated),0.8,1.1,-2,-21,-4,13,-23,0,-10
O=C(CSc1nnc2ccccn12)NC(=O)c1ccccc1,0.8,1.1,-4,-15,-1,12,-7,6,-4
CCOC(=O)CC1(C)NC(=O)c2c(C)sc(C(=O)OCC)c2N1 (configuration not stated),-0.1,-1.2,-3,-14,-6,23,-23,-1,5
O=C(CSc1ncccn1)Nc1ccc(S(=O)(=O)N2CCCCC2)cc1,1.7,0.9,-6,-12,-3,13,-2,13,0
COc1ccc(Cc2noc(=O)[nH]2)cc1,0.6,/,/,-16,-3,18,/,0,-14
CC(C)(C)c1ccc(OCCON2C(=O)CCC2=O)c(Cl)c1,3.5,2.9,-6,1,-1,18,-9,19,-4

# Record cards (already shown). Order of screens: M1 ag parental	V1aR counter	OXTR potentiator	CHO-K1 Ca antag	M1 ag	M1 PAM parental	CHO parental Ca	TAAR1 agonist	TAAR1 antag
# Listed for `Cc1ccc(-c2nnc(-c3ccc4ccccc4c3)o2)cc1` : 1.4	/	/	-12	-1	18	/	-1	-2
# Listed for `Cc1cccc(OCCCC(=O)Nc2nnc(C3CCCO3)s2)c1C` (configuration not stated) : 0.2	0.2	-10	-5	3	9	-10	-2	4

# Compounds above that have a tert-butyl group, in the order listed:
SMILES,M1 ag parental,V1aR counter,OXTR potentiator,CHO-K1 Ca antag,M1 ag,M1 PAM parental,CHO parental Ca,TAAR1 agonist,TAAR1 antag
CC[C@@H](C)[C@@H](C(=O)N1CCN(C(=O)OC(C)(C)C)CC1)n1cc(CCC(=O)O)nn1,-0.1,1.0,-11,-10,-3,8,4,16,-8
Cc1cn([C@H](C(=O)NCCCCCCCCCCC(=O)N2CCN(C(=O)OC(C)(C)C)CC2)[C@@H](C)O)nn1,3.4,4.5,0,-9,-9,-11,-30,21,63*
CC(C)(C)c1ccc(OCCON2C(=O)CCC2=O)c(Cl)c1,3.5,2.9,-6,1,-1,18,-9,19,-4

# Carrying on.
SMILES,M1 ag parental,V1aR counter,OXTR potentiator,CHO-K1 Ca antag,M1 ag,M1 PAM parental,CHO parental Ca,TAAR1 agonist,TAAR1 antag
CCOC(=O)C1CC(c2ccccc2)=NNC1=O (configuration not stated),0.9,0.6,-2,-10,-9,23,-10,17,-1
O=C(N/N=C/c1ccc(N2CCOCC2)s1)c1ccccc1Br,0.8,-0.5,-14,-3,-6,24,-13,14,3
C=CCNc1nnc(C)c2ccccc12,0.3,1.3,-9,3,-6,5,13,1,7
CC(NC(=O)COC(=O)C1CC1C)c1cccc(Cl)c1 (configuration not stated),1.5,1.1,1,-13,-4,5,-11,-2,-7
O=C(CNC(=O)c1ccco1)Nc1ccc(N2CCCCCC2)cc1,0.7,1.4,-1,-11,-5,3,-12,6,7
CCC(=O)OCC(=O)c1cc(C)n(-c2ccc(Br)cc2)c1C,0.1,-1.1,-1,12,-6,-8,-12,0,20
O=C(NCc1ccncc1)C(=O)Nc1nc2ccccc2s1,0.3,1.0,-5,1,-4,2,-1,0,16
COC(=O)c1cc(Br)c(=O)n(CCc2ccc(O)cc2)c1,0.6,3.3,4,-7,-1,14,-4,0,4
COC(=O)Cc1cccc2c(=O)c3ccccc3oc12,-0.2,0.1,-3,1,-3,-6,-16,-2,-17
COC(=O)Cn1c(CCS(=O)(=O)c2ccc(Cl)cc2)nc2ccccc21,0.0,0.2,-15,-11,-3,13,-24,3,7
CN(c1ccccc1)S(=O)(=O)c1cccc(NC(=O)CN2C(=O)NC3(CCCC3)C2=O)c1,-0.3,/,/,18,-5,-9,/,0,-5
S=c1nc(C2CCCCC2)n(-c2ccccc2)[nH]1,0.7,0.3,-8,-6,-13,19,-13,6,-3
O=C(NCC1CCCO1)C(=O)NCC(c1ccco1)N1CCN(c2ccccc2)CC1 (configuration not stated),0.7,0.5,-3,2,-4,2,-16,1,-13
CCCCc1nnc(NC(=O)C23CC4CC(CC(NC(C)=O)(C4)C2)C3)s1,1.4,0.7,-2,-4,-3,-8,-12,10,-5
CC(C)N(C(=O)[C@H]1C[C@H](CC(=O)NCC23CC4CC(CC(C4)C2)C3)C(=O)N2CCc3c([nH]c4ccc(Cl)cc34)[C@]12C)C(C)C,0.4,/,/,-5,-8,3,-35,0,-26
O=C(N[C@H](C(=O)O)c1ccccc1)C1CCC(Cn2cnc3ccccc3c2=O)CC1 (some centres not stated),0.3,0.5,0,-13,-2,-9,-1,3,0
O=C(c1ccc(-c2nnc(-c3ccccc3)o2)cc1)N1CCCCCC1,1.7,1.9,-5,-13,2,16,-5,9,-7
CC(=O)c1ccc(NC(=O)C(=O)c2cn(CC(=O)N3CCCCC3)c3ccccc23)cc1,-0.1,0.5,-13,4,-3,1,-13,0,-16
CCOC(=O)Cn1nnc(-c2ccc([N+](=O)[O-])cc2)n1,1.5,1.4,-16,-11,-4,11,11,0,-9
O=C(c1ccc2ncsc2c1)N1CCCC(C(F)(F)F)C1 (configuration not stated),1.0,0.6,-6,0,-3,-24,-19,1,-11
CCOC(=O)N1CCN(c2cc(=O)n(C3CCCCC3)c(=O)[nH]2)CC1,0.7,0.8,1,-3,-1,4,-7,2,2
CN(Cc1ccc(Cl)s1)C(=O)CN1C(=O)N(C)C2(CCCCC2)C1=O,0.4,/,/,5,-1,1,/,2,-9
OC(CNCC1CCCO1)Cn1c2ccc(Br)cc2c2cc(Br)ccc21 (configuration not stated),0.3,8.3,-14,-7,-1,14,8,17,12
CCOC(=O)N1CCN(S(=O)(=O)c2ccc(C(=O)Nc3sc4c(c3C(N)=O)CCN(CC)C4)cc2)CC1,-0.1,-0.8,-5,-9,-14,11,-15,5,-14
Cn1c(=O)c2c(ncn2CC(=O)OCC(=O)NCc2ccccc2Cl)n(C)c1=O,0.8,0.1,-6,-2,-6,7,-13,2,-9
Cc1cc(=O)oc2c3c(cc(OCC(=O)NCC(=O)N[C@H](C(=O)O)C(C)C)c12)OC(C)(C)CC3,1.6,-1.2,12*,-7,0,-4,-10,1,10
O=C1CCCC(=O)N1c1ccc(Oc2ccc(Cl)cc2)cc1,7.2,4.4,-6,0,-5,19,4,0,-4
O=C(CNC1CC1)Nc1cc(C(F)(F)F)ccc1Cl,0.1,-0.8,3,-14,-6,10,7,-3,-25
O=C(CCl)N(CCc1ccccc1)CCc1ccccc1,-0.1,0.5,2,12,-7,-7,-19,2,-18
Cc1cc(OC(C)C(=O)NCc2cccnc2)c2c(C)c(C)c(=O)oc2c1 (configuration not stated),1.0,0.9,3,-17,-3,13,-17,1,-13
CC(OC(=O)CCCCCN=C1NS(=O)(=O)c2ccccc21)C(=O)Nc1cc(Cl)cc(Cl)c1 (configuration not stated),7.3,2.1,-11,-4,-1,19,-14,10,1
CC#CCC(CC#CC)c1nc2ccccc2c(=O)n1N,-0.2,-0.9,-6,0,-7,13,-13,-3,6
COc1ccccc1/C=C/C(=O)Nc1cccnc1,-0.3,-0.9,-8,22,2,-23,-8,4,9
